Screens (PubChem)
PV pol inh = inhibitors of poliovirus RNA polymerase binding and polymerization; P03300; poliovirus polymerase elongation, fluorescence polarization; stronger effect = lower value; % elongation, % (compound at 16.7 µg/mL); actives 0.66% (n = 150,000); AID 588519; in the data active means % elongation below about 90%; further: some results filed as inactive read as strong as hits
Target sequence (P03300 1749-2209 limits assumed): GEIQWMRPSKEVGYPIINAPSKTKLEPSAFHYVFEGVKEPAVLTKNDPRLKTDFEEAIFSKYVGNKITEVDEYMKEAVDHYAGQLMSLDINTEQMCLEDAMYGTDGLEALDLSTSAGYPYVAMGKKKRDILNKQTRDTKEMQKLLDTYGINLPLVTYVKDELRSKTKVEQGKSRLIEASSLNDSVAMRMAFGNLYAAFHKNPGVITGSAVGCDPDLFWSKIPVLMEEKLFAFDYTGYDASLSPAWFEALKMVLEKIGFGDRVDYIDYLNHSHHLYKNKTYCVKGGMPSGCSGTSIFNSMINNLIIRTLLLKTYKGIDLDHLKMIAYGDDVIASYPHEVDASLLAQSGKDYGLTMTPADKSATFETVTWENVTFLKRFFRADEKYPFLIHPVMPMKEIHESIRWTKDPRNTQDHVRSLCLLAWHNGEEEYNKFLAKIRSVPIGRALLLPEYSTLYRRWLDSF
PV pol inh FP z-score = further read-out of PV pol inh, marked with its call; z-score; measured here: FP z-score; hits read low
* hit, by the source's call. Not all compounds are listed. The share of hits here may be higher or lower than overall.

#1 COc1ccc(CNC(=O)CN2N=C(c3ccccc3)CCC2=O)c(OC)c1
#2 CCN(c1ccc(C)cc1)S(=O)(=O)c1nnc(NC(=O)c2cccs2)s1
#3 Cc1cc(C)n(CC(O)COc2cccc3ccccc23)n1 (configuration not stated)
#4 CCC(=O)n1nc(-c2ccc(OC)cc2)nc1SC
#5 O=C(CSc1nc2ccccc2o1)OCc1cc(=O)oc2cc3c(cc12)CCC3
#6 CCCOc1ccc(CCN)cc1Cl
#7 Cc1ccc(CN(C)C(=O)c2ccc(C)c(NC(=O)c3ccco3)c2)o1
#8 O=C(CCC(=O)c1cccs1)Nc1nnc(C2CC2)s1

Compound	1	2	3	4	5	6	7	8
PV pol inh	110	113	100	100	100	101	103	95
PV pol inh FP z-score	0	1.1	-0.2	-0.5	-0.5	-0.3	0.1	-0.4

#9 COC(=O)C(Sc1c[nH]c2ccccc12)(C(F)(F)F)C(F)(F)F
#10 CCN(CC)c1ccc(C(=O)OCC(=O)NCc2ccccc2Cl)cc1
#11 CNC(=S)N/N=C/c1cccnc1
#12 O=S(=O)(NCc1csc(-c2cccs2)n1)c1cccs1
#13 Cc1c2cc(-c3cccs3)sc2nc2c(O)cc(=O)[nH]c12
#14 Cc1ccc(NC(=O)c2ccc(F)c(S(=O)(=O)NCCc3ccccc3)c2)cc1F
#15 CC(Sc1nc(N)cc(=O)[nH]1)c1nc2ccccc2c(=O)[nH]1 (configuration not stated)
#16 COc1cc(NC(=O)Cc2c(C(=O)O)c(C)cn2C)cc(OC)c1

Compound	9	10	11	12	13	14	15	16
PV pol inh	97	102	101	105	99	117	104	104
PV pol inh FP z-score	-0.8	0.2	0	1.3	-0.1	1.9	0.7	-0.3

#17 CCN(CC)C(=O)N1CCc2cc(OC)c(OC)cc2C1c1cc2cc(C)ccc2n(C(=O)N(CC)CC)c1=O (configuration not stated)
#18 CNC(=O)NC(=O)CSc1nc2sc3c(c2c(=O)n1C)CCCC3
#19 CCOc1ccc(CCNC(=O)Cn2sc3nc(C)cc(C)c3c2=O)cc1
#20 CC1CCN(S(=O)(=O)c2ccc3c(c2)CCN3)CC1
#21 CCn1cc(C(=O)NCc2ccccc2Cl)c(=O)c2cc(S(=O)(=O)N(C)C)ccc21
#22 OCC1CCCCN1C(=S)NCCc1ccccc1 (configuration not stated)
#23 Cc1ccc(NC(=O)C2(c3cccs3)CCOCC2)cc1Cl
#24 O=C(COc1ccccc1Cl)N1CCc2ccccc2C1

Compound	17	18	19	20	21	22	23	24
PV pol inh	100	96	104	103	102	107	112	107
PV pol inh FP z-score	-0.2	-0.6	2.4	-1.1	0.2	0.6	1	0.5

#25 CC(C)C(=O)Oc1cc(OC(=O)C(C)C)c2ccccc2c1
#26 O=C(COc1ccccc1)NCC1CCCO1 (configuration not stated)
#27 CN1C(N)=NC(=O)/C1=C/c1cc(Br)c(O)c(Br)c1
#28 Cc1cc(C)cc(OCC(=O)N(Cc2ccc(Cl)cc2)C2CCS(=O)(=O)C2)c1 (configuration not stated)
#29 COc1ccc(CNC(=O)CCc2c(C)nc3c4cccnc4nn3c2C)cc1
#30 CSc1nc(N/C=C(\C#N)C(=O)c2cccs2)n2nc(C)cc2n1
#31 Cc1cc(C(=O)CSc2nnc(CCC(N)=O)n2CC(C)C)c(C)n1-c1ccc(C(C)C)cc1
#32 COc1ccc2c(CNCc3ccccc3OC)c(C(=O)O)n(Cc3ccc(F)cc3Cl)c2c1

Compound	25	26	27	28	29	30	31	32
PV pol inh	101	103	105	102	106	117	104	109
PV pol inh FP z-score	0	0.3	0.7	-0.8	0.1	4.5	0.2	0.4

#33 CCCN(CCC)C(=O)c1cn(C)c2ccc(S(=O)(=O)N(CC)CC)cc2c1=O
#34 CC1CCCC(C)N1Cc1cn2ccccc2n1 (configuration not stated)
#35 COc1cccc(NC(=O)/C=C/c2ccco2)c1
#36 Cc1ccc(-c2nc(C=Nc3ccc4c(c3)OCCO4)c(O)o2)cc1
#37 COc1ccc(N2C(=O)CS(=O)(=O)C23C(=O)N(Cc2ccc(C)cc2)c2ccccc23)cc1Cl (configuration not stated)
#38 Fc1ccc(Nc2ncnc3c2oc2ccccc23)cc1
#39 CCN1C(=O)c2ccccc2S(=O)(=O)c2ccc(C(=O)NCC3CCCO3)cc21 (configuration not stated)
#40 Cc1ccccc1NC(=O)C1CCCCC1

Compound	33	34	35	36	37	38	39	40
PV pol inh	102	99	98	96	106	105	100	102
PV pol inh FP z-score	0.3	-0.7	-0.7	-2.2	-0.1	0.6	-0.4	0.8

#41 Cc1cc(C)cc(N(CC(=O)N=Nc2c(O)[nH]c3ccccc23)S(C)(=O)=O)c1
#42 Cc1ccc(CNC(=O)c2cc(-c3ccc(C)cc3)nc3n[nH]c(-c4cccc([N+](=O)[O-])c4)c23)cc1
#43 O=C(Nc1ccc(Cl)cc1Cl)c1cc(S(=O)(=O)N2CCCCCC2)ccc1F
#44 NNC(=O)CC1=Nn2c(nnc2-c2cccs2)SC1
#45 CN(C)c1ccc(-c2nnc3n(Cc4ccccc4)c(=O)c4ccccc4n23)cc1
#46 c1ccc(-c2nnc(SCCN3CCOCC3)o2)cc1
#47 COc1ccc(Nc2c3c(nc4ccc(NC(=O)c5ccc(Br)o5)cc24)CCCC3)cc1OC
#48 CC(C)(C)NC(=O)C1CC(=O)N(c2ccccc2)C1 (configuration not stated)

Compound	41	42	43	44	45	46	47	48
PV pol inh	100	107	108	108	107	100	98	103
PV pol inh FP z-score	-0.4	0.2	0.1	0.7	-0.1	-0.6	-1.9	0.3

#49 COc1cc(C(=O)O)ccc1OCc1c(C)noc1C
#50 COc1ccc(CCNC(=O)c2ccc(Cn3c(=O)[nH]c4cc(OC)c(OC)cc4c3=O)cc2)cc1OC
#51 COC(=O)c1ccc2c(c1)nc(C)n2CCO
#52 OC1(c2cccc(C(F)(F)F)c2)CCN(c2ccc(-c3ccccc3)nn2)CC1
#53 C=CCn1c(SCC(=O)NC(=O)NC)nnc1-c1ccc(Cl)cc1Cl
#54 Cc1cc(C)n2c(SCC(=O)N3CCc4ccccc43)nnc2n1
#55 CCCc1nc2sc3c(N4CCCC4)ncnc3c2c2c1CCCC2
#56 Cc1ccc(CS(=O)Cc2ccc(C(=O)NCCc3ccccc3)o2)cc1 (configuration not stated)

Compound	49	50	51	52	53	54	55	56
PV pol inh	100	107	101	100	106	95	98	102
PV pol inh FP z-score	-0.4	0.5	0	-0.3	0.4	-0.8	-0.7	0.2

#57 COc1ccc(CN(C)C(=O)CN(C)S(=O)(=O)c2ccc3c(c2)OCCO3)cc1
#58 CCN(CC)C(=O)COc1cc(C)c(Cl)c(C)c1
#59 NC(=O)C1CCCCN1C(=O)CCCc1c[nH]c2ccccc12 (configuration not stated)
#60 CCOc1cc(CNC(=O)Cn2c(=O)c3cccn3c3ccc(F)cc32)cc(OCC)c1OCC
#61 Cc1ccc(O)c(C(=O)CSc2nnc(-c3ccccn3)c(-c3ccccn3)n2)c1
#62 COc1cccc(-c2nnc(-c3ccccc3)o2)c1
#63 CNC(=O)N(c1ccccc1)c1ccccc1
#64 CCOc1cc(C2CC(=O)Nc3nc(SCc4ccccc4)[nH]c(=O)c32)ccc1O (configuration not stated)

Compound	57	58	59	60	61	62	63	64
PV pol inh	101	110	102	106	102	100	101	109
PV pol inh FP z-score	-0.3	0.6	-0.1	-0.1	0.3	-0.4	-0.5	0.6

For reference, part of the list above.
#48 CC(C)(C)NC(=O)C1CC(=O)N(c2ccccc2)C1 (configuration not stated)
#49 COc1cc(C(=O)O)ccc1OCc1c(C)noc1C
#50 COc1ccc(CCNC(=O)c2ccc(Cn3c(=O)[nH]c4cc(OC)c(OC)cc4c3=O)cc2)cc1OC
#51 COC(=O)c1ccc2c(c1)nc(C)n2CCO
#52 OC1(c2cccc(C(F)(F)F)c2)CCN(c2ccc(-c3ccccc3)nn2)CC1
#53 C=CCn1c(SCC(=O)NC(=O)NC)nnc1-c1ccc(Cl)cc1Cl
#54 Cc1cc(C)n2c(SCC(=O)N3CCc4ccccc43)nnc2n1
#55 CCCc1nc2sc3c(N4CCCC4)ncnc3c2c2c1CCCC2
#56 Cc1ccc(CS(=O)Cc2ccc(C(=O)NCCc3ccccc3)o2)cc1 (configuration not stated)
#57 COc1ccc(CN(C)C(=O)CN(C)S(=O)(=O)c2ccc3c(c2)OCCO3)cc1

Compound	48	49	50	51	52	53	54	55	56	57
PV pol inh	103	100	107	101	100	106	95	98	102	101
PV pol inh FP z-score	0.3	-0.4	0.5	0	-0.3	0.4	-0.8	-0.7	0.2	-0.3

#58 CCN(CC)C(=O)COc1cc(C)c(Cl)c(C)c1
#59 NC(=O)C1CCCCN1C(=O)CCCc1c[nH]c2ccccc12 (configuration not stated)
#60 CCOc1cc(CNC(=O)Cn2c(=O)c3cccn3c3ccc(F)cc32)cc(OCC)c1OCC
#61 Cc1ccc(O)c(C(=O)CSc2nnc(-c3ccccn3)c(-c3ccccn3)n2)c1

Compound	58	59	60	61
PV pol inh	110	102	106	102
PV pol inh FP z-score	0.6	-0.1	-0.1	0.3

The listing continues:
#65 Cc1ccc(CNC(=O)c2ccc(-c3nc(CS(=O)(=O)c4ccc(C)cc4)c(C)o3)cc2)cc1
#66 Cc1noc(NS(=O)(=O)c2ccc(NC(=O)c3ccncc3)cc2)c1C
#67 COc1ccc(O)c(C(=O)c2cnc3nc4ccccc4n3c2)c1
#68 COC(=O)C(Cc1c[nH]c2ccccc12)NC(=O)COc1ccc(Cl)cc1Cl (configuration not stated)

Compound	65	66	67	68
PV pol inh	100	104	130	108
PV pol inh FP z-score	-1.3	0.9	4.8	0.3
